Bioassay records: PubChem, National Center for Advancing Translational Sciences (NCATS)
HepG2 viability: HepG2 cytotoxicity, counter-screen for TGF-b inhibitors | HepG2 CAGA-GFP viability, ATP luminescence, 18 h | Potency, µM (series often up to 46.1 µM), for the others: at the highest dose activity change, negative = cytotoxicity, hits mostly cytotoxic | hit rate 0.76% among 410,000; further: potency means the concentration at half of the fitted maximal effect; some results filed as inactive show a strong effect at the top dose
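HepG2 CAGA-GFP cells (1000/well, DMEM with 1% FBS) received compound, then TGF-beta at 500 pg/mL final, and were incubated 18 hours at 37 degrees C. Viability was read by CellTiter-Glo luminescence. Media-only wells were set as complete cell-killing and DMSO as no toxicity.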
Nrf2 block: Nrf2 pathway inhibition; A549 ARE-Fluc reporter, luciferase luminescence, 18-24 h; Potency, µM (highest dose often 46 µM), without a hit: at the highest dose activity change, negative = inhibition, hits mostly inhibitors; hit rate 2.1% among 360,000; further: potency means the concentration at half of the fitted maximal effect; on the % scale 0 is the no-effect control and ±100 the full control effect; nearly all actives have a fitted effect of over 60% in size
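Nrf2 function is reported as luminescence of an ARE-controlled luciferase in A549 cells. Compounds were tested at several concentrations, and a CellTiter-Fluor read on the same wells flagged cytotoxicity.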
MCF10A rereplic: induces DNA re-replication in MCF 10a normal breast cells. hit rate 2.9% among 350,000. Potency, µM (highest dose often 46.1 µM), for inactives: at the highest dose activity, positive = re-replication, most hits filed as activators. AID 624296. MCF 10A DNA re-replication, Hoechst nuclear intensity, 48 h; further: potency means the concentration at half of the fitted maximal effect; % of control where 0% means no effect; nearly all actives have a fitted effect of over 50% in size
S2 tox: viability counter-screen for ATXN expression inhibitors; S2 cells (HEK-293 line with an ATXN2-luciferase reporter) viability, CellTiter-Fluor protease fluorescence, 24 h; AID 651635; hit rate 0.49% among 400,000; Potency, µM (series often up to 56.7 µM), usual class: cytotoxic; further: potency means the concentration at half of the fitted maximal effect; nearly all actives have a fitted effect of over 40% in size
TGFb inhibitor: TGF-b pathway inhibition; Potency, µM (top dose mostly 46.1 µM), without a hit: top-dose activity, negative = inhibition, actives largely listed as inhibitors; HepG2 CAGA-GFP TGF-b/SMAD3 reporter, GFP fluorescence, 18 h; TGF-beta stimulated, 500 pg/mL final; hit rate 1.2% among 410,000; further: potency means the concentration at half of the fitted maximal effect; on the % scale 0 is the no-effect control and ±100 the full control effect; nearly all actives have a fitted effect of over 65% in size
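Using HEPG2 CAGA-GFP reporter cells at 1000 cells/well, we pinned test compounds, stimulated with recombinant TGF-beta (500 pg/mL final) and measured total well GFP after 18 h.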
A549 viability: A549 cytotoxicity, counter-screen for Nrf2 inhibitors. hit rate 0.16% among 390,000. Potency, µM (titrated, usually from 46 µM), for the others: at the highest dose activity change, negative = cytotoxicity, usual class: inhibitors. A549 ARE-Fluc cells, CellTiter-Fluor viability, 18-24 h; further: potency means the concentration at half of the fitted maximal effect; on the % scale 0 is the no-effect control and ±100 the full control effect
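A549 ARE_Fluc cells in 5% FBS OPTI-MEM were exposed to compounds in concentration-response for 18-24 h at 37 deg C. Viability was read by CellTiter-Fluor fluorescence (Ex 405/Em 525) after 30 min, before the luciferase read.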
ATXN2 expr inh: ATXN2 expression inhibition; HEK-293 ATXN2-luciferase reporter, luminescence, 24 h; Potency, µM (titrated, usually from 57 µM), for inactives: at the highest dose activity change, negative = inhibition, most hits filed as inhibitors; hit rate 0.72% among 360,000; AID 1745845; further: potency means the concentration at half of the fitted maximal effect; on the % scale 0 is the no-effect control and ±100 the full control effect; nearly all actives have a fitted effect of over 55% in size
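qHTS (up to 57 uM final) was run with 24 h compound exposure of reporter cells at 37 °C. Each well was multiplexed: SteadyGlo luminescence measured ATXN2-luciferase expression after a fluorogenic Gly-Phe-AFC viability readout (25 uM final).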
Nrf2 ARE act: activates Nrf2 signaling; AREc32 ARE-luciferase reporter (MCF7-derived line), luminescence, 24 h; Potency, µM (titrated, usually from 46.1 µM), inactives show top-dose activation, actives largely listed as activators; hit rate 0.31% among 410,000; AID 624171; further: potency means the concentration at half of the fitted maximal effect; % of control where 0% means no effect; nearly all actives have a fitted effect of over 65% in size
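Nrf2 activation is followed as ARE-luciferase induction in the AREc32 line after one day of compound treatment; luminescence is read with Steady-Glo.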
IL1B secr inh: inflammasome signaling inhibition, IL-1 beta readout. THP-1 LPS/ATP IL-1B secretion, AlphaLISA, 16 h; active compounds read low. AID 743279. activity change, % at 57.5 µM. hit rate 4.7% among 360,000; in the data active means activity change below about -50%; inconclusive means mostly about -30% to -49%; further: on the % scale 0 is the no-effect control and ±100 the full control effect
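Secreted IL-1B measured by AlphaLISA bead assay after 16 h compound exposure of THP-1 cells; compounds (final up to 57.5 uM) added 1 h before LPS (250 ng/mL) and ATP (1.25 mM) stimulation; lower signal means less secretion.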
An asterisk follows results filed as active; i = inactive; ? = inconclusive; / = no result given; [ ] = dose if it differs, or a comment. Unless noted, the call rests on the fitted dose curve; in most records, active means well fitted curve in the direction sought with a large enough effect; inconclusive means small, poorly fitted or top-dose-only effect, or another doubt; inactive means no such curve, though single readings can be large; an effect the other way counts as inactive or inconclusive.

SMILES	HepG2 viability	Nrf2 block	MCF10A rereplic	S2 tox	TGFb inhibitor	A549 viability	ATXN2 expr inh	Nrf2 ARE act	IL1B secr inh
COc1cccc(C(=O)Nc2ccc(Cl)c(C(F)(F)F)c2)c1	-38%	-23%	10%	?	?	-7%	12%	2.7%	?
CC1=C(C(N)=O)C(c2cccnc2)n2nc(-c3cccc(C)c3)nc2N1 (stereo not given)	7%	-2%	1%	i	-6%	2%	8%	-0.7%	-15
C=CCOc1ccc(CNn2cn[nH]c2=S)cc1	-2%	-1%	2%	?	1%	-11%	-6%	0.1%	6
CCC1CCCCN1C(=O)c1sc(-n2nc(C)c(Cc3ccccc3)c2C)nc1C (stereo not given)	0%	-1%	/	/	-26%	0%	/	0.0%	/
Cc1ccc(S(=O)(=O)N2CCC(C(=O)N[C@@H](C)C(=O)Nc3ccc(F)cc3)CC2)cc1	-20%	?	7%	i	-24%	-2%	-9%	-0.1%	-27
COC(=O)C(Cc1c[nH]c2ccccc12)NC(=O)c1cncc(Br)c1 (stereo not given)	-14%	1%	9%	i	-8%	7%	-10%	0.1%	26
COc1ccc(CCNC(=O)c2cc(C3CC3)on2)cc1OC	-7%	-3%	-1%	i	2%	3%	8%	-0.1%	5
COc1ccc(S(=O)(=O)N(C)C[C@H]2Oc3c(NS(=O)(=O)c4cn(C)cn4)cccc3C(=O)N([C@H](C)CO)C[C@@H]2C)cc1	-4%	-7%	-8%	i	?	2%	7%	0.4%	19
O=C(Nc1cccc(-c2cn3cccnc3n2)c1)Nc1ccccc1F	-10%	?	26%	i	-11%	-10%	-4%	2.6%	-21
Cc1cn(C(=O)c2ccccc2)c(=S)n1-c1ccc(Cl)cc1	-19%	4%	?	i	1%	-5%	-6%	-0.3%	-8
COc1ccc(C)cc1-n1nnnc1SCc1nc2ccccc2s1	-6%	?	9%	i	-9%	-4%	0%	10%	14
Cc1onc(-c2ccccc2)c1C(=O)N=C(N)c1ccc(Cl)cc1	-13%	?	?	i	-16%	0%	-14%	1.6%	19
O=C(CCCN1C(=O)c2ccccc2C1=O)Nc1nncs1	-4%	8%	-2%	i	0%	2%	-1%	-0.9%	2
N#Cc1c[nH]n2c(NC3CCCC3)c(-c3cccc(Cl)c3)nc12	-4%	5%	/	i	-11%	-10%	2%	20%	/
Cc1ccc(C(C)C)c(OCCCCCN2CCOCC2)c1	-4%	12%	22%	i	-26%	1%	-14%	0.0%	-13
CCOc1ccc(N(CC(=O)NC2CCCCC2)C(=O)CCC(=O)Nc2ccccn2)cc1	8%	-5%	2%	i	13%	-2%	-8%	4.5%	-12
CCCOc1ccc(N2C(=O)CC(N3CCC(c4nncn4CC)CC3)C2=O)cc1 (stereo not given)	7%	/	-9%	i	8%	-2%	-11%	4.1%	1
O=Cc1ccc(OCC(=O)N2CCOCC2)cc1	-66%	16%	-7%	i	1%	1%	-2%	0.7%	17
O=C1c2oc3ccccc3c(=O)c2C(c2cccs2)N1CCCN1CCOCC1 (stereo not given)	-22%	-8%	1%	i	6%	-18%	2%	5.5%	6
CN(/C=C/C(=C\C=[N+](C)c1ccccc1)OCCCS(=O)(=O)[O-])c1ccccc1	-14%	?	-2%	i	39%[activator]	3%	1%	0.1%	10
Cc1ccc(C(=O)C2CCNCC2)cc1	-15%	-16%	14%	i	0%	16%	4%	0.1%	-3
CC(C)Sc1nc(N)c2c3c(sc2n1)CN(C)CC3	3%	?	?	i	0%	2%	16%	4.3%	-6
COc1ccccc1NC(=S)Nc1ccccn1	-43%	-26%	18%	i	?	-3%	28%	15%	-58*
CC(=O)c1cccc(NC(=O)C2Cc3c(-c4ccccc4)ccnc3O2)c1 (stereo not given)	-48%	/	/	?	3%	/	-23%	0.4%[9.22 µM]	-18
COc1ccc(OCC(=O)NC(=S)Nc2ccc(N3CCOCC3)c(Cl)c2)cc1	-4%	1%	2%	i	-16%	-5%	-13%	0.4%	0
CCC1CCCCN1C(=O)Cn1nc([N+](=O)[O-])c(Cl)c1C (stereo not given)	-3%	-28%	0%	i	2%	-1%	-9%	-0.9%	2
Cc1ncc(CO)c2c1Oc1nc(-c3ccc(Cl)cc3)nc(SCC(=O)N3CCCCC3)c1C2	1%	?	/	i	0%	5%	10%	0.7%	/
Cc1cccc(Nc2nc(-c3ccc(F)c(C)c3)cs2)n1	-1%	?	?	?	0%	1%	64%[activator]	?	-25
Cn1nc(C(F)(F)F)cc1C(=O)Nc1ccc(-c2ccno2)cc1	-11%	?	1%	i	-7%	-2%	-11%	-0.1%	?
CCOC(=O)C1=C(C)NC(C)=C(C(=O)OCC)C1C(=O)OCC(=O)NCCc1ccc(S(N)(=O)=O)cc1	-4%	-1%	5%	i	4%	-1%	-15%	1.6%	-15

Part of the list above in order of number of heavy atoms, rising.
SMILES	HepG2 viability	Nrf2 block	MCF10A rereplic	S2 tox	TGFb inhibitor	A549 viability	ATXN2 expr inh	Nrf2 ARE act	IL1B secr inh
CC(C)Sc1nc(N)c2c3c(sc2n1)CN(C)CC3	3%	?	?	i	0%	2%	16%	4.3%	-6
Cn1nc(C(F)(F)F)cc1C(=O)Nc1ccc(-c2ccno2)cc1	-11%	?	1%	i	-7%	-2%	-11%	-0.1%	?
CC(=O)c1cccc(NC(=O)C2Cc3c(-c4ccccc4)ccnc3O2)c1 (stereo not given)	-48%	/	/	?	3%	/	-23%	0.4%[9.22 µM]	-18

Returning to the listing, repeating the 6 entries before the break.
SMILES	HepG2 viability	Nrf2 block	MCF10A rereplic	S2 tox	TGFb inhibitor	A549 viability	ATXN2 expr inh	Nrf2 ARE act	IL1B secr inh
COc1ccc(OCC(=O)NC(=S)Nc2ccc(N3CCOCC3)c(Cl)c2)cc1	-4%	1%	2%	i	-16%	-5%	-13%	0.4%	0
CCC1CCCCN1C(=O)Cn1nc([N+](=O)[O-])c(Cl)c1C (stereo not given)	-3%	-28%	0%	i	2%	-1%	-9%	-0.9%	2
Cc1ncc(CO)c2c1Oc1nc(-c3ccc(Cl)cc3)nc(SCC(=O)N3CCCCC3)c1C2	1%	?	/	i	0%	5%	10%	0.7%	/
Cc1cccc(Nc2nc(-c3ccc(F)c(C)c3)cs2)n1	-1%	?	?	?	0%	1%	64%[activator]	?	-25
Cn1nc(C(F)(F)F)cc1C(=O)Nc1ccc(-c2ccno2)cc1	-11%	?	1%	i	-7%	-2%	-11%	-0.1%	?
CCOC(=O)C1=C(C)NC(C)=C(C(=O)OCC)C1C(=O)OCC(=O)NCCc1ccc(S(N)(=O)=O)cc1	-4%	-1%	5%	i	4%	-1%	-15%	1.6%	-15
CCCC(=O)N1CCN(c2ccc(NC(=O)c3ccc(N4CCCC4)c([N+](=O)[O-])c3)cc2Cl)CC1	25%	-11%	20%	i	13%	-6%	-18%	-1.1%	51
O=C(c1ccccc1)C(C(=O)N1CCCCC1)n1ccccc1=O (stereo not given)	10%	0%	-3%	?	2%	-3%	-24%	0.1%	3
CC1CSC(N(C(=O)c2ccc(S(C)(=O)=O)cc2)c2ccc(Cl)cc2)=N1 (stereo not given)	-20%	3%	110%	i	1%	-4%	-3%	-0.4%	18
CC1CN(c2ccc(Cl)nn2)CC(C)O1 (stereo not given)	7%	-3%	-25%[9.22 µM]	?	1%	-5%	-3%	-0.4%	0
COc1ccc(CNC(=O)CSc2nc3ccc(OC)cc3[nH]2)cc1	-3%	-6%	-13%	i	-3%	1%	8%	0.0%[9.22 µM]	21
COc1ccc(N2C(=O)/C(=C/c3cccs3)NC2=S)cc1	6%	2%	8%	?	-5%	-24%	7%	14%	-6
COc1cccc(C(=O)Nc2nc(C)cs2)c1	3%	?	2%	i	4%	1%	44%[activator]	-0.6%	-15
CCc1ccc(NC(=O)CC2C(=O)N(c3ccc(Cl)cc3)C(=O)N2Cc2ccco2)cc1 (stereo not given)	-46%	-14%	/	/	?	-22%	/	7.8%	/
COCCNc1oc(/C=C/c2ccc(F)cc2)nc1S(=O)(=O)c1ccccc1	1%	-25%	?	i	-8%	9%	-16%	3.1%	?
CC1(C)C2([N+](=O)[O-])CN3CC1([N+](=O)[O-])CN(C2)C31CCCC1	5%	/	-20%	i	-4%	16%	-3%	-1.2%	12
O=C(NC(=S)Nc1ccc(CN2CCOCC2)cc1)c1ccc(-c2cccc(Cl)c2)o1	-13%	?	?	?	?	-11%	/	2.6%	?
O=c1[nH]c2ccc(S(=O)(=O)Nc3ccc(-c4nnc5n4CCCCC5)cc3)cc2o1	3%	18%	0%	i	-3%	-2%	8%	-0.7%	12
O=C(Cc1ccccc1)NC1CCN(C(=O)NCc2ccccc2)CC1	13%	-4%	7%	i	-18%	-3%	3%	-0.8%	4
CCOC(=O)c1c(-c2cccc(C)c2)csc1NC(=O)c1c(-c2ccccc2)noc1C	-59%	/	?	i	0%	0%	-9%	-0.8%	-5
COc1ccccc1NC(=O)Nc1nc(CC(=O)NCc2c(F)cccc2F)cs1	-5%	?	?	i	10%	?	10%	1.9%	-11
COc1ccc(CNc2ccc(S(=O)(=O)N3CCN(C)CC3)cn2)cc1OC	0%	3%	10%	i	0%	5%	7%	0.5%	17
O=C(NC1CCCC1)C(c1ccccn1)N(Cc1ccc(F)cc1)C(=O)c1csnn1 (stereo not given)	-8%	4%	4%	i	-1%	-7%	4%	-1.2%	4
O=C(Nc1ccc(-c2cnco2)cc1)c1ccc(F)cc1F	18%	5%	-6%	i	1%	-7%	34%[activator]	0.6%	-17
CC1=NN(Cc2ccccc2)C(=O)/C1=C/c1ccc(N(C)C)cc1	-10%	1%	-3%	i	-10%	-8%	-8%	3.6%	11
